# High-throughput results: PubChem BioAssay, National Center for Advancing Translational Sciences (NCATS)
# Nrf2 ARE act = Nrf2 pathway activation. AID 624171. Potency, µM (top dose mostly 46.1 µM), for the others: at the highest dose activation, usual class: activators. AREc32 ARE-luciferase reporter (MCF7-derived line), luminescence, 24 h. 410,000 tested, 0.31% active; also: potency is read from the fitted curve at half-maximal effect; % of control where 0% means no effect; nearly all actives have a fitted effect of over 65% in size
#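 Cells of the AREc32 ARE-luciferase line are plated in OPTI-MEM containing 5% FBS and left overnight at 37 deg C. Compounds are pinned in, incubation continues 24 hr, and firefly luciferase signal is then measured.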
# CCT modulator = cytosolic chaperonin activity modulation | AID 651819 | 360,000 tested, 0.3% active | purified chaperonin ATPase assay, HTRF ADP detection, 30 min | activity change, % (no concentration beside the values), hits read low; in the data active = activity change below about -30%; also: % is scaled to controls: 0 for no effect and ±100 for the full control effect
#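 We incubate TRiC, 40 or 20 nM final, with library compounds at 76 uM and 10 uM ATP for 30 min at 37 °C. ADP formed is detected with Transcreener HTRF reagents after 30 min at room temperature.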
# TGFb SMAD3 inh = blocks TGF-b signaling. HepG2 CAGA-GFP TGF-b/SMAD3 reporter, GFP fluorescence, 18 h; TGF-beta stimulated, 500 pg/mL final. Potency, µM (titrated, usually from 46.1 µM), for inactives: at the top dose activity, negative = inhibition, actives largely listed as inhibitors. 410,000 tested, 1.2% active. AID 588855; also: potency is read from the fitted curve at half-maximal effect; % is scaled to controls: 0 for no effect and ±100 for the full control effect; nearly all actives have a fitted effect of over 65% in size
#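 TGF-beta reporter screen: HEPG2 CAGA-GFP, 1% FBS, 500 pg/mL TGF-beta final, 18 h; per-cell GFP summed per well; curves fitted and categorized by class.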
# Abeta yeast res = compounds reversing amyloid beta toxicity in yeast | yeast expressing A-beta42, growth rescue, OD600, 48 h; response scale: 0% DMSO, 100% iron-clioquinol control | Potency, µM (highest dose often 46.1 µM), without a hit: top-dose growth rescue, actives largely listed as activators | 410,000 tested, 0.063% active; also: potency is read from the fitted curve at half-maximal effect; nearly all actives have a fitted effect of over 55% in size
#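 Growth rescue measured by 600 nm absorbance after 48 h yeast culture at 30 C with compound. Values normalized between DMSO and an equimolar ferric chloride plus clioquinol control.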
# Nrf2 inh = Nrf2 pathway inhibition; A549 ARE-Fluc reporter, luciferase luminescence, 18-24 h; Potency, µM (highest dose often 46 µM), without a hit: at the top dose activity change, negative = inhibition, usual class: inhibitors; 360,000 tested, 2.1% active; AID 504444; also: potency is read from the fitted curve at half-maximal effect; % is scaled to controls: 0 for no effect and ±100 for the full control effect; nearly all actives have a fitted effect of over 60% in size
#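 A549 ARE_Fluc cells (5000/well, 5% FBS OPTI-MEM) pre-incubated 2 h, then treated with compounds 18-24 h at 37C/5% CO2 in concentration-response. CellTiter-Fluor viability read first; BugLite luciferase luminescence after 15 min at room temperature gives Nrf2 activity.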
# HepG2 viability = kills HepG2 cells in TGF-b inhibitor counter-screen. HepG2 CAGA-GFP viability, ATP luminescence, 18 h. Potency, µM (titrated, usually from 46.1 µM), for the others: at the highest dose activity change, negative = cytotoxicity, usual class: cytotoxic. 410,000 tested, 0.76% active; also: potency is read from the fitted curve at half-maximal effect; some results filed as inactive show a strong effect at the top dose
#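 HepG2 CAGA-GFP cells (1000/well, DMEM with 1% FBS) received compound, then TGF-beta at 500 pg/mL final, and were incubated 18 hours at 37 degrees C. Viability was read by CellTiter-Glo luminescence. Media-only wells were set as complete cell-killing and DMSO as no toxicity.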
# A549 viability = A549 cytotoxicity, counter-screen for Nrf2 inhibitors; 390,000 tested, 0.16% active; A549 ARE-Fluc cells, CellTiter-Fluor viability, 18-24 h; Potency, µM (doses to about 46 µM), for inactives: at the highest dose activity change, negative = cytotoxicity, usual class: inhibitors; also: potency is read from the fitted curve at half-maximal effect; % is scaled to controls: 0 for no effect and ±100 for the full control effect
#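 A549 ARE-Fluc cells in 5% FBS OPTI-MEM, 5000 cells/well, rested 2 h then exposed to compounds in concentration-response for 18-24 h at 37 °C. Viability by CellTiter-Fluor fluorescence (Ex 405/Em 525) after 30 min; luciferase luminescence (BugLite, 15 min, RT) read afterwards.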
# MmCpn inh = M. maripaludis TRiC chaperonin inhibition. 330,000 tested, 0.031% active. purified Mm-Cpn ATPase, ADP Transcreener TR-FRET. Potency, µM (series often up to 76.9 µM), without a hit: at the top dose activity, negative = inhibition, most hits filed as inhibitors; also: potency is read from the fitted curve at half-maximal effect; % is scaled to controls: 0 for no effect and ±100 for the full control effect; nearly all actives have a fitted effect of over 80% in size
#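 Inhibition of chaperonin ATP hydrolysis is measured as reduced ADP production, detected by competitive TR-FRET in which signal falls with ADP. Final enzyme 25 nM and ATP 10 uM, reacted 30 min at 37°C.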
# Akt phos inh = Akt phosphorylation inhibition. Neuro2A IGF-stimulated pAkt S473 HTRF, 20 min; stronger effect = lower value. activity change, % for hits at 50 µM. 360,000 tested, 0.32% active; in the data active = activity change below about -80%; inconclusive = mostly about -51% to -80%; also: % is scaled to controls: 0 for no effect and ±100 for the full control effect
#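 Neuro2A cells (4,500/well, DMEM with 0.5% FBS) were treated with compound at a single 50 µM final concentration, stimulated with 6 nM IGF for 20 min at 37 °C, and lysed. Phospho-Akt Ser473 was read by HTRF as 665/615 ratio ×10^4.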
# * hit, by the source's call; i = inactive; ? = inconclusive; · = no result given; & = joins results of further samples; [ ] = remark or other dose. Unless noted, calls follow the shape of the dose curve; as a rule, active = well fitted curve in the direction sought with a large enough effect; inconclusive = small, poorly fitted or top-dose-only effect, or another doubt; inactive = no such curve, though single readings can be large; an effect the other way counts as inactive or inconclusive.
# Values run as follows: Abeta yeast res, HepG2 viability, TGFb SMAD3 inh, MmCpn inh, Nrf2 inh, Akt phos inh, Nrf2 ARE act, CCT modulator, A549 viability
> COc1cc(OC)cc(-c2cc3ncccc3cn2)c1
    -11%, -29%, -9%, -4%, ?, i, ?, 1.2, -6%
> COc1ccc2nc(N3CCN(C(=O)c4ccc([N+](=O)[O-])o4)CC3)sc2c1
    -84%[inhibitor], -74%, 10µM*, 1%, -2%, i, ?, 0.2, -2%
> CC(C(=O)Nc1sc2c(c1C#N)CCCCC2)N1C(=O)c2ccccc2C1=O (stereo not given)
    3%, 3%, 0%, 0%, -6%, i, -0.5%, -1.7, 0%
> COc1ccccc1NC(=O)COC(=O)c1ccc(S(=O)(=O)N2CCCCCC2)cc1
    14%, -1%, 7%, -3%, 1%, i, -0.5%, -4.7, -12%
> Cn1nnnc1SCC1=C(C(=O)O)N2C(=O)[C@@H](NC(=O)[C@H](O)c3ccccc3)[C@H]2SC1
    -9%, -19%, -14%, -3%[15.4 µM], 7%, ·, 2.1%, 0.3, 4%
> COC(=O)C(C)Sc1nnc2n(-c3cccc(C)c3)c(=O)c3c4c(sc3n12)CCCC4 (stereo not given)
    4%, 7%, 1%, -2%, 6%, i, 2.2%, -1.5, -14%
> COc1ccc(NC(=O)c2cc(C)no2)cc1
    1%, -1%, 1%, 2%, ?, i, 0.7%, -0.1, -6%
> CCOC(=O)CCCCC(=O)c1[nH]c(=O)[nH]c1CSc1nc(C)cc(=O)[nH]1
    7%, 2%, 0%, 0%, 10%, i, -0.7%, 1.8, -6%
> COc1ccccc1OCC(=O)Nc1nc(C)c(C)s1
    19%, -7%, -14%, -3%, ?, i, 0.2%, 1.7, -2%
> CCOC(=O)CC1(C)NC(C(=O)O)C(C)(C)S1 (stereo not given)
    4%, -19%, -1%, ·, -4%, i, 4.5%, -2.4, -4%
> COc1ccc(S(=O)(=O)N(C)CC(=O)N2CCCCCC2)cc1
    -15%, -21%, 9%, -1%, 0%, i, 0.3%, -2.7, -13%
> CCNc1nc(NC(C)(C)C)nc(SCC(N)=O)n1
    -3%, -1%, 31%[activator], -1%, -4%, i, -0.7%, -0.9, -2%
> CSCCC(N=C(NS(=O)(=O)c1ccc(Br)cc1)c1ccccc1)C(=O)O (stereo not given)
    6%, 3%, 9%, -8%, -4%, i, -0.1%, -0.3, -15%
> O=C(O)c1cccc(S(=O)(=O)N2CCCC2)c1
    3%, 1%, ?, -2%, -11%, i, -0.2%, 0.0, 3%
> CCOc1ccc(S(=O)(=O)NCCC(=O)Nc2cccc(C(=O)OC)c2)cc1
    -9%, -9%, 50%[activator], 1%, 0%, i, 3.4%, 0.9, -5%
> O=C(NN=Cc1c(O)ccc2ccccc12)c1ccncc1
    -9%, -10%, ?, ·, 26µM*, i, -0.4%, 0.7, ?
> CCOc1ccc2c(c1)C(C)=CC(C)(C)N2
    -11%, -8%, -4%, -5%, 8%, i, ?, -0.7, -5%
> COc1ccc2c(c1)c1c(c(=O)n(-c3ccccc3)c(=O)n1CC(=O)NCCC1=CCCCC1)n2C
    -6%, -17%, -1%, ·, ?, ·, -0.4%, ·, -5%
> Cc1cccc(N(C(=O)Cn2nnc3ccccc32)C(C(=O)NCc2ccco2)c2ccncc2)c1 (stereo not given)
    4%, -1%, -8%, 2%, ·, i, -0.7%, -3.9, -9%
> c1ccc(CNc2ncnc3[nH]ncc23)cc1
    12%&-13%, 2%&-28%, 28%&-2%, ·, ?, i, 2.8%&-1.6%, -0.9, -7%&-1%
> Cc1ccc(/C=N/NC(=O)CNC(=O)COc2ccccc2)o1
    7%, -4%, 3%, 1%, -7%, i, -0.7%, 1.0, -2%
> C[C@@H](C(=O)Nc1ccccc1N1CCOCC1)N1C(=O)C2CC=CCC2C1=O (stereo not given in full)
    21%, -1%, -27%, 0%, 24%, i, 0.0%, -2.8, -3%
> CC(=O)c1cc(NC(=O)c2ccc(Cl)cc2)c(=O)oc1/C=C/N(C)C
    -15%, -12%, 52%[activator], 1%, 7%, i, 24%, -2.8, -7%
> CC(=O)N(Cc1ccco1)c1nc(C(=O)Nc2ccc(Cl)cc2)c(C)s1
    17%, -17%, -24%, ?, -1%, i, 8.4%, -0.7, -9%
> CC(=C/C(=O)O)/C=C/c1cccs1
    -21%, 16%, -2%, 0%, -2%, i, 0.4%, 0.0, 9%
> Cc1noc(C(=O)Nc2cccc(Cl)c2)c1Cl
    -6%, 0%, 0%, -1%, ?, i, ?, -1.8, 1%
> Cc1ccc(CCNC(=O)c2ccc(NC(=O)N3CCSc4ccccc43)cc2)cc1
    -2%, -8%, 2%, ·, -4%, ·, -1.0%, ·, -1%
> N#Cc1ccccc1Sc1ccccc1C(=O)NCC(c1ccco1)N1CCCC1 (stereo not given)
    -6%, -2%, 0%, 1%, 1%, i, 7.6%, 1.4, 2%
> O=C(CSc1cn(CC(=O)N2CCCC2)c2ccccc12)Nc1cc(C(F)(F)F)ccc1Cl
    12%, -20%, ?, ·, ?, ·, 2.8%, ·, -2%
> CCCc1cc(C(=O)Nc2ccc(C(=O)c3ccc(F)cc3)cc2)n(C)n1
    -12%, -33%, ?, 1%, ?, i, -0.6%, 0.7, -21%
> O=C(CCN1C(=O)/C(=C\c2ccccc2F)SC1=S)N1CCCCC1
    -1%, 5%, -3%, 0%, 8%, i, 5.7%, 0.3, -5%
> Fc1cccc(/C=N/Nc2nc3ccccc3[nH]2)c1
    -3%, -21%, -25%, -3%, 12%, i, 0.5%[9.22 µM], 0.9, 6%
> CC1=CC2=NC(=O)CC(C)(C(=O)N(CC(=O)NC3CCCC3)c3ccccc3C)N2C=C1 (stereo not given)
    -6%, 4%, -1%, -2%, 11%, i, -0.8%, -1.7, 4%
> CCn1c(COc2ccccc2C)nnc1SCC(=O)Nc1cc(C)on1
    -11%, 5%, ?, 0%, ·, ·, -1.0%, -0.7, 20%
> O=C(Cn1ccc(C(F)(F)F)n1)N=Nc1c(O)[nH]c2ccc(Br)cc12
    -1%, -55%, ?, 1%, ?, i, ?, -0.2, -6%
> C#CCNC(=O)C[C@@H]1C[C@@]2(C(=O)OCC)CCC=C2N(Cc2ccc(Cl)cc2Cl)C1=O
    -2%, ·, ·, ·, ·, i, 0.0%, 1.2, ·
> CC(=O)Nc1ccc(S(=O)(=O)Nc2nc3cc4c(cc3nc2Cl)OCCO4)cc1
    1%, 1%, 3%, -8%, 0%, i, 0.1%, -0.3, -5%
> O=C(COc1cccc(C(F)(F)F)c1)Nc1cccc(S(=O)(=O)NC2=NCCCCC2)c1
    -12%, -16%, -17%, ·, -22%, i, -0.4%, 1.3, -1%
> Cn1nc(C(=O)N2CCCC2)c2ccccc2c1=O
    12%, -6%, ?, 1%, 11%, i, 0.3%, -0.6, -4%
> CC(C)c1ccc(/C=C/C(=O)NCc2ccc(S(N)(=O)=O)cc2)cc1
    -6%, -13%, -7%, 2%, 18%, i, 2.6%, 0.3, 1%
> O=C(CSc1nnc(NC(=O)c2ccco2)s1)Nc1ccccc1F
    -17%, -2%, 15%, 1%, 3%, i, 4.4%, -3.7, 3%
> CC(C)C[C@@H](CC#N)N1CCN(Cc2ccccc2)CCC1=O
    -2%, 7%&18%, -6%&6%, 1%, 2%, i, -0.7%, -2.7, -2%
> COc1ccc(N(CC(=O)N2CCc3ccccc32)S(=O)(=O)c2c(C)noc2C)cc1
    7%, 1%, -5%, -1%, 7%, i, -0.3%, 0.8, 14%
> COc1cccc(/C=N/NC(=O)NC2CCCCC2)c1O
    -1%, -38%, 3%, -5%, 4%, i, 4.1%, -2.2, 15%
> CC1(C(=O)Nc2ccc3c(c2)OCO3)CCN1C(=O)CCc1ccc(Cl)cc1Cl (stereo not given)
    -3%, -18%, -3%, ·, ·, i, 5.2%, -4.3, ·
> CC(C)(C)C(=O)Nc1cccc(-c2nnc(-c3cccc(NC(=O)C(C)(C)C)c3)o2)c1
    -17%, 1%, -6%, 0%, -18%, i, -1.2%, 1.4, 0%
> COC(=O)[C@]12CCCCC=C1N(Cc1ccccc1)C(=O)[C@H](CC(=O)N1CCCCC1)C2
    -12%, ·, ·, ·, ·, i, 0.4%, -1.5, ·
> Cc1cnc(NC(=O)c2ccc3c(c2)C(=O)N(Cc2ccco2)C3=O)s1
    0%, -11%, ?, -8%, 0%, -120%*, 0.2%, -1.7, 3%
> Cc1cc(N2CCN(CC(O)C(F)(F)F)CC2)c2ccccc2n1 (stereo not given)
    -17%, 0%, 0%, 1%, 17%, i, -0.3%, 0.1, 0%
> CCOC(=O)CC1C(=O)NCCN1C(=O)c1cccc(C(F)(F)F)c1 (stereo not given)
    15%, -1%, -2%, -2%, 4%, i, -1.1%, -1.2, -9%

# New compounds follow:
# Values run as follows: Abeta yeast res, HepG2 viability, TGFb SMAD3 inh, MmCpn inh, Nrf2 inh, Akt phos inh, Nrf2 ARE act, CCT modulator, A549 viability
> COc1ccc(-c2cc(C(F)(F)F)nc(NC3CCCC3)n2)cc1OC
    1%, 22µM*, -2%, -1%, ?, i, 4.0%, -0.9, -10%
> CN(c1ccccc1)S(=O)(=O)c1ccc(NC(=O)c2cc(=O)c3ccccc3o2)cc1
    3%, 0%, 2%, ·, ?, ·, -1.1%, ·, 0%
> O=C(O)c1ccc(-c2nc3scc(-c4ccccc4)c3c(=O)[nH]2)cc1
    2%, -8%, 1%, -3%, -2%, i, -0.3%, -1.2, 5%
> CCN(CC)C(=O)c1ccccc1NS(=O)(=O)c1ccc(OC)c(C(=O)N2CCOCC2)c1
    -10%, 2%, 0%, 0%, 0%, i, -0.2%, -9.3, 2%

# Outcome played no part in choosing rows. About 4.3% of those tested had a hit in this group.
